Assay outcomes: PubChem BioAssay, Broad Institute
PglD DTNB – inhibitors of Campylobacter jejuni PglD acetyltransferase | purified PglD enzyme, DTNB colorimetric CoA detection | inhibition, % at 12.5 µM | 360,000 tested, 0.098% active | AID 602405; in the data active = inhibition above about 16%, passing the limit was not always enough; note: strong numbers were not always called active
ARNT TACC3 PPI – disruptors of human ARNT/TACC3 interaction | Q9Y6A5 | AlphaScreen His-ARNT PAS-B/GST-TACC3 binding, luminescence; TACC3 fragment carries E629A point mutation | inhibition, % at 9.99 µM | 390,000 tested, 0.66% active;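 active = mean inhibition of replicates at least 50% and at least half of replicates each reaching 50%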;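 note: 0% = complete ARNT plus TACC3 wells and 100% = ARNT alone without TACC3; many hits fall short of the cut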
GSIS activator – GLuc luminescence reporter in INS-1E cells, primary screen for activators of glucose-dependent secretion of insulin; INS-1E GLuc reporter insulin secretion, 2-3 h; activation, % at 16.6 µM; 370,000 tested, 0.61% active; AID 743287;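 active = lowest replicate activation of at least 40%, so every replicate reaches that level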;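 note: 0% = median of neutral control wells and 100% = median of IBMX positive control wells; some compounds called inactive have numbers as strong as hits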
PGC1a acetyl inh – PGC1a acetylation modulation, inhibitor mode | AID 651687 | 350,000 tested, 0.17% active | U2OS PGC1a acetylation, AlphaScreen anti-acetyl-lysine; with virally co-expressed GCN5 acetyltransferase | inhibition, % at 15.6 µM;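 active = every replicate shows inhibition of at least 40%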;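 note: 0% = neutral control wells and 100% = positive control wells; some results beyond the cut were filed as inactive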
Cneo AK release – causes C. neoformans cell lysis; 360,000 tested, 0.2% active; adenylate kinase release luminescence, 4 h; normalised: neutral wells 0, clomiphene wells 100; AID 651654; lysis activity, % at 15 µM;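 active = mean lysis activity across replicates of at least 80%, whatever share of replicates individually reach that level; inactive = mean lysis activity below 80%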
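Assay system: Cryptococcus neoformans yeast cells / Dosing: single-point compound dose / Timing: 4 h at 37 °C static, read 1 h later / Measured by: luminescence of released adenylate kinase using an AK detection reagent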
LGR2 inh – inhibitors of bursicon-induced Drosophila LGR2 receptor cAMP signaling; AID 720647; inhibition, % at 9.99 µM; HEK293 LGR2, CRE-luciferase, bursicon-stimulated, 4 h; 380,000 tested, 0.35% active;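 active = drop in luminescence signal, shown as inhibition above about 50% in the replicate tests, limit read from the data, passing the limit was not always enough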;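 note: agonist challenge used bursicon conditioned medium at about half maximal strength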
PAX8 reporter – lowers PAX8-driven luciferase in RMG-I cells; 360,000 tested, 1.2% active; inhibition, % at 12.6 µM; RMG-I TPO-luciferase reporter, SteadyGlo, 24 h;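 active = mean replicate inhibition at least 60% with every replicate also reaching 60%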;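 note: luciferase light reporting Pax8 driven TPO promoter activity; plate controls were median of neutral control wells for no effect and mitoxantrone controls for full effect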
C2C12 statin – suppressors of simvastatin-induced myotoxicity in C2C12 myotubes | 330,000 tested, 0.78% active | rescue of ATP level, % at 7.49 µM | ATP luminescence, 48 h; scaled: DMSO 0, geranylgeraniol control 100;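 active = mean ATP rescue above about 67%, or every replicate alone reaching that limit, limit read from the data, passing the limit was not always enough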;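 note: myotubes were challenged with 10 µM simvastatin during compound exposure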
* hit, by the source's call; nt = no result given; & = joins results of further samples.

smiles	PglD DTNB	ARNT TACC3 PPI	GSIS activator	PGC1a acetyl inh	Cneo AK release	LGR2 inh	PAX8 reporter	C2C12 statin
COc1cc2c(cc1OC)C(O)C(O)(CO)C(C(=O)O)C2c1cc(OC)c(OC)c(OC)c1 (stereo unspecified)	-2	-22	11	4	4	-4	-3	4
O=C(CNC(=O)N1CC(=O)Nc2ccccc21)Nc1ccccc1F	-2	2	0	6	14	0	5	-4
CN(C)S(=O)(=O)c1ccc(SCC(=O)Nc2ccc3c(c2)OCCO3)nc1	3	-5	-9	nt	-1	7	-32	13
N#Cc1cc(N)ccc1-n1cccc1	1	10	0	10	9	3	-1	3
COc1cccc(N2CCN(c3nc(C)cc(C)c3C#N)CC2)c1	-6	28	nt	nt	-1	nt	-58	-15
CC(=O)Nc1cc(-c2ccc(N3CCN(C)CC3)cc2)cn2c(-c3cccc(C(=O)N(C)C)c3)cnc12	-4	nt	40*	nt	0	7	14	-4
CCCCNC(=O)Cc1ccc(C)cc1	nt	-6	14	nt	nt	-3	5	nt
CC1CCN(S(=O)(=O)c2ccc(NC(=O)[C@@H]3CCCN3C(=O)c3cccs3)cc2)CC1	0	nt	-15	nt	2	5	-4	5
O=C(N/C(=C/c1ccco1)C(=O)N1CCCC1)c1cccs1	-5	4	nt	nt	0	nt	20	nt
C[C@@H]1CN([C@H](C)CO)C(=O)c2cc(NC(=O)Nc3ccc(C(F)(F)F)cc3)ccc2O[C@@H](C)CCCCO[C@H]1CN(C)C(=O)NC1CCCCC1	4	2	1	5	-3	23	96*	nt
CCN(CC(=O)NCc1cccs1)C(=O)c1ccc([N+](=O)[O-])o1	1	-11	29	nt	-3	8	-2	1
O=C(c1cccc(S(=O)(=O)N2CCCC2)c1)N1CCN(c2ccccc2F)CC1	6	-9	-13	-16	1	nt	nt	18
CCOc1ccc(C2CC(c3cccc(OC)c3)Nc3nc(N)nn32)cc1 (stereo unspecified)	-4	-1	-8	9	0	20	17	-5
CO[C@H](CN(C)Cc1nccs1)[C@H](C)CN([C@H](C)CO)S(=O)(=O)c1ccc(C)cc1	-2	5	2	-11	7	-10	nt	14
CCNC(=S)NNC(=O)c1cc(-c2ccc(OCC)cc2)nc2ccccc12	nt	2	-4	1	-15	89*	nt	-39
Cc1ccc(-c2ccc(C3[C@H]4CNC[C@@H]3N4S(=O)(=O)c3cn(C)cn3)cc2)cc1 (stereo partly specified)	nt	nt	-4&-10	0	nt	-16&8	3	nt
O=C1NC(=O)C(c2ccccc2)N1 (stereo unspecified)	5	-14	9	18	-1	1	-7	5
COc1ccc(NC(=O)C[C@H]2C(=O)N(c3ccccc3)C[C@@H]2Cc2ccccc2)cc1	-2	nt	-15	nt	-1	0	1	24
Cc1cc(NC(=O)CSc2nc3ccccc3c(=O)n2CCCC(=O)NCc2ccco2)n[nH]1	-2	-7	nt	-7	0	nt	22	-40
CCC(C)(C)NC(=O)CN(C(=O)C(=O)Nc1ccc2c(c1)OCCO2)C(C)(C)CC	1	-6	-15	-5	-1	-24	5	12
CCCNC(=O)N1[C@H](CO)[C@@H]2c3ccccc3N(C(=O)C3CCC3)C[C@@H]21	-1	-3	6	-1	0	-3	6	3
O=C(Nc1ccc2oc(-c3cccnc3)nc2c1)c1ccc([N+](=O)[O-])o1	nt	-1	5	-1	nt	2	4	nt
Cn1cccc1C(=O)NCCc1ccccc1	-2	11	6	nt	0	16	-57	-37
COc1ccc(OC)c(C2C(C(=O)Nc3cccnc3)=C(C)NC3=C2C(=O)CCC3)c1 (stereo unspecified)	-5	5	nt	nt	2	nt	nt	-3
CCN(Cc1cc2ccccc2[nH]c1=O)C(=O)C1CCCCC1	3	16	nt	-4	0	nt	19	3
Cc1ccccc1NC1=NC(=S)N(c2ccccc2)C12CCCCC2	3	2	nt	nt	23	nt	8	7
C/C(=N\NC(=O)CCC(=O)Nc1ccc(C)c(C)c1)C1CC1	12	-2	46	4	-1	1	3	-1
Cc1nn(C)cc1/C=N/NC(=S)Nc1ccc(Cl)cc1Cl	-1	0	-9	nt	3	14	-4	-12
O=S1(=O)CC(N2CCN(CCO)CC2)CN1C1CCCC1 (stereo unspecified)	9	nt	1	8	1	6	-17	2
CCOc1ccc(N2C(=O)CC(N(CCc3ccccc3)C(=O)/C=C/C(=O)O)C2=O)cc1 (stereo unspecified)	nt	3	-25	4	nt	23	8	nt
Cc1cc(NC(=O)CCN2C(=O)/C(=C\c3ccccc3Cl)SC2=S)no1	nt	0	-1	11	nt	-3	4	nt
COc1ccc(/C(=C/c2ccc(OC(F)F)c(OC)c2)C(=O)O)cc1OC	nt	9	75*	nt	nt	-12	-2	nt
CCOC(=O)c1cn(-c2ccccc2)nc1-c1ccncc1	-4	2	40*	nt	3	-30	nt	7
C[C@@H]1CN([C@H](C)CO)C(=O)c2cc(NS(C)(=O)=O)ccc2O[C@H]1CN(C)Cc1ccc(C(=O)Nc2ccccc2N)cc1	0	2	15	-17	58	-6	nt	nt
Cc1ccc(NS(=O)(=O)c2ccc(OCC(N)=O)cc2)cc1	nt	0	10	13	nt	-11	8	nt
Cc1ccc(S(=O)(=O)N2CCN(Cc3nc4ccccc4n3C)CC2)cc1	-3	7	nt	-3	1	nt	nt	-3
Cc1ccccc1NS(=O)(=O)c1cc(C(=O)N2CCCC2)ccc1C	1	-7	nt	-2	-7	nt	nt	nt
CC(C)OCCOc1ccc2oc(-c3ccco3)cc(=O)c2c1	5	-1	20	-3	4	-19	0	-3
CCCCCCSc1ccc([C@H]2N[C@@](Cc3ccccc3)(C(=O)OC)[C@H]3C(=O)N(CC)C(=O)[C@@H]23)cc1	0	-4	-9	nt	4	14	24	-11
CCOC(=O)c1sc(=S)n(C)c1NC(=O)c1ccc(OC)cc1	3	2	6	-5	3	22	24	1
CCCCCCCCCCOC(=O)Cn1c(COc2ccc(OC)cc2)[n+](C)c2ccccc21	-6&-9	15&10	nt	nt	8&14	nt	nt	-11&-85
CCN(CC)S(=O)(=O)c1cc(C(=O)Nc2ccccc2[N+](=O)[O-])ccc1Cl	5	nt	-12	nt	6	-45	-15	nt
C[C@H]1CN([C@@H](C)CO)C(=O)c2cccc(N(C)C)c2O[C@@H]1CN(C)S(=O)(=O)c1cn(C)cn1	6	7	3	1	2	8	-23	-24
O=c1[nH]cc(O)c(=O)[nH]1	1	-11	nt	-1	1	nt	nt	8
CCOc1ccc2nc(N3CCCC(C(=O)NCC4CCCO4)C3)sc2c1 (stereo unspecified)	nt	29	4	3	nt	-33	20	-2
Cc1ccc(NC(=O)CN(C)C(=O)Cn2nnc(-c3ccccc3)n2)cc1	-3	-1	-8	-3	0	4	-8	-5
CCn1nc(C)cc1C(=O)N1CCCC(C(=O)c2cccc(OC)c2)C1 (stereo unspecified)	nt	-22	3	-2	nt	0	0	nt
Cc1ccccc1CSc1nnc(-c2cnccn2)n1C	-10	nt	nt	24	1	nt	-40	nt
NC(N)=NS(=O)(=O)c1ccc(NC(=S)NC(=O)c2sc3ccccc3c2Cl)cc1	1	0	15	9	9	0	-22	nt
Cc1cc(-c2onc(C)c2C(=O)O)no1	-4	-4	1	7	0	-8	-4	-2

(more compounds)
smiles	PglD DTNB	ARNT TACC3 PPI	GSIS activator	PGC1a acetyl inh	Cneo AK release	LGR2 inh	PAX8 reporter	C2C12 statin
CCN(CC)C(=O)C1=C(C)N(Cc2ccccc2)C(=O)C(CC(=O)NCC2CCCCC2)C1 (stereo unspecified)	-2	nt	-3	-11	-2	-21	-8	-9
COc1cccc(CN2CCNC(=O)C2CC(=O)NC2CCCCC2)c1OC (stereo unspecified)	4	5	-8	nt	0	8	-3	6
Cc1ccc(NC(=O)NC(=O)CN2CCN(c3ccc(O)cc3)CC2)c(C)c1	-3	0	-5	-46	3	18	14	-47
COc1ccccc1-c1ccc([C@@H]2[C@@H](CO)N(C(=O)CN(C)C)[C@H]2C#N)cc1	-4	0	-2	-4	-3	-6	5	3
COc1ccc(Cn2ccnc2SCC(=O)Nc2ccccc2F)cc1	1	10	-7	nt	-2	-11	-1	7
COc1ccc2c(=O)c(-c3ccccc3C)c(C)oc2c1	7	1	17	-9	-4	-16	nt	46
O=C(c1ccc(-c2ccccc2)cc1)N1CCN(c2ccccn2)CC1	-1	-6	-13	nt	-3	-6	-25	-3
O=C(C[C@@H]1C=C[C@@H](NC(=O)c2cccnc2)[C@H](CO)O1)NCc1ccc(Cl)c(Cl)c1	-1	5	3	7	-4	1	-2	11
CSCCC(NS(=O)(=O)c1ccc(Cl)cc1)C(=O)OCc1cccc(Cl)c1 (stereo unspecified)	2	-10	-15	2	1	6	9	3
Cn1c(=O)[nH]c(=O)c2c1nc1n2CCS1	nt	3	21	-4	nt	-19	-9	nt
COC(=O)c1ccc(NC2CC(=O)N(c3ccccc3C)C2=O)cc1 (stereo unspecified)	2	1	nt	9	-1	nt	nt	-2
CCCNC(=O)C[C@H]1CC[C@H]2[C@@H](COC[C@H](O)CN2C(=O)Nc2cccc(Cl)c2)O1	1	-1	-16	0	1	-8	nt	14
O=C1c2ccccc2C(c2nc3ccccc3[nH]2)N1c1ccccc1 (stereo unspecified)	7	nt	13	3	-6	-6	-5	16
CC(C)N(C(=O)[C@H]1CC(CC(=O)NCCCN(C)C)C(=O)N2CCc3c([nH]c4ccccc34)[C@]12C)C(C)C (stereo partly specified)	0	-1	4	9	1	-3	-19	-5
CN(C)c1ccc(-c2ccnc3c2CC(C)(C(=O)Nc2cccc(N(C)C)c2)O3)cc1 (stereo unspecified)	3	nt	nt	-9	3	-5	-2	10
O=C(CCC(=O)Nc1ccccc1)N/N=C/c1ccco1	-2	-3	-4	-4	0	-1	nt	-30
CCOC(=O)c1[nH]c2cc3c(cc2c1CCCN1C(=O)c2ccccc2C1=O)OCCO3	-3	0	nt	10	-2	nt	11	-16
COC(=O)C1=C(C)NC(c2c(O)ccc3ccccc23)C(C(=O)OC)=C1C (stereo unspecified)	nt	-7	53*	nt	nt	-8	20	nt
C[C@H]1CN([C@@H](C)CO)C(=O)c2cc(C#Cc3ccncc3)cnc2O[C@H]1CN(C)Cc1ccncc1	nt	nt	-1	-5	nt	-23	nt	4
NC(=O)c1ccc(SCC(=O)OCC(=O)NCc2ccco2)c([N+](=O)[O-])c1	3	1	28	nt	0	-2	5	-5
O=C(N/N=C1\CC(c2ccccc2)Oc2ccccc21)c1cccnc1 (stereo unspecified)	nt	-11	-8	nt	nt	-6	-2	nt
COc1ccc(CN(C)C[C@@H]2Oc3ccc(NC(=O)CCCN(C)C)cc3C(=O)N([C@H](C)CO)C[C@H]2C)cc1	1	-9	6	-4	-1	-10	18	-4
C[C@@H]1CN([C@@H](C)CO)C(=O)c2cc(NS(C)(=O)=O)ccc2O[C@@H]1CN(C)Cc1ccc(C(F)(F)F)cc1	-1&-3	5&-4	-6&-3	-3	-7&4	0&4	-12	9&14
CCC(=O)Nc1ccc2c(c1)C(=O)N(C)C[C@H](OC)[C@@H](C)CN(C(=O)CN1CCOCC1)[C@H](C)CO2	nt	nt	8	15	nt	-10	nt	0
c1ccc2c(c1)CC1(CCCC1)n1nnnc1-2	-1	6	nt	-3	1	nt	nt	-1
Cc1ccc(CN(C(=O)c2ccco2)C(C(=O)NC2CCCC2)c2cccnc2)cc1 (stereo unspecified)	-1	-4	2	-4	1	-6	5	2
